RmlC RmlD mix = RmlC/RmlD inhibition, mixture screen; RmlC/RmlD coupled enzyme inhibition, 384-well mixture HTS; inhibition, % at 5.5 µM; 0.39% of 110,000 active; AID 1532; in the data active = inhibition above about 30%, passing the limit was not always enough; also: strong numbers were not always called active
HIV RNase H inh = blocks HIV-1 RNase H cleavage of RNA/DNA duplex | P04585 | RT-RNase H RNA/DNA duplex cleavage, fluorescence | inhibition, % at 10 µM | 1.9% of 65,000 active | AID 565; in the data active = inhibition above about 50%
The depositor's hits bear a star; i = inactive; nt = no result given.

SMILES | RmlC RmlD mix | HIV RNase H inh
Cc1ccc2nc(NC(=O)CCNS(=O)(=O)c3cccs3)sc2c1 | 8 | -12
CCCSc1nnc(CSc2nc3ccccc3s2)n1-c1ccccc1 | -8 | nt
Cc1nn(C(C)(C)C)c(OC(=O)c2ccc3c(c2)OCO3)c1Sc1ccccc1 | 7 | nt
Cc1ccc(-c2nn(C)c(=O)c3ccccc23)cc1CN1CCOCC1 | 5 | -14
COc1cccc(C(=O)N2CCN(C3CCC(c4ccccc4)CC3)CC2)c1 (stereo unspecified) | -18 | 2
CN1CCN(c2oc(-c3cccs3)nc2S(=O)(=O)c2ccccc2)CC1 | -18 | -11
CCOc1ccc(N2C(=O)c3cccnc3C2=O)cc1 | -6 | -10
COc1ccc(C2/C=C\CN(Cc3ccncc3)CC(=O)N2Cc2ccc(F)cc2)cc1 (stereo unspecified) | -16 | nt
CC1=CCC2C(=O)N(c3nc(C)cc(C)n3)C(=O)C2C1 (stereo unspecified) | -10 | -9
O=C(N/N=C/c1cc([N+](=O)[O-])ccc1Cl)c1ccc2nc[nH]c2c1 | -2 | nt
CCOC(=O)c1sc(NC(=O)CSc2ncn(-c3ccccc3)n2)nc1C | 3 | -6
O=C(c1ccc(NS(=O)(=O)c2ccccc2)cc1)N1CCN(Cc2ccc3c(c2)OCO3)CC1 | -10 | 2
N#Cc1ccc(NC(=O)CN2C(=O)NC(Cc3ccccc3)C2=O)cc1 (stereo unspecified) | -11 | -9
CON=C1CCN(c2ncc(C(F)(F)F)cc2Cl)CC1 | -13 | nt
COc1ccc(C2=NOC3(CC(=O)N(c4ccc5ccccc5c4)C3=O)C2)c(OC)c1 (stereo unspecified) | 6 | nt
O=C(CCC(=O)N1CCN(C2CCCCC2)CC1)Nc1nnc(C(F)(F)F)s1 | 9 | -3
CCCCNC(=O)COC(=O)c1cc(F)c(F)cc1Cl | -10 | nt
Cc1noc(NC(=O)c2ccccc2)c1C#N | 6 | nt
Cn1c(=O)oc2ccc(C(=O)CSc3nnnn3-c3ccccc3)cc21 | -3 | 2
CCOC(=O)C(NC(=O)c1ccccc1)(N1CCCC1=O)C(F)(F)F (stereo unspecified) | 4 | -9
Cc1cccc(C)c1NC(=O)Cn1nnc(-c2ccc(N3CCOCC3)cc2)n1 | -20 | 47
O=C(NCc1ccccc1)c1onc(CSc2ccc(F)cc2)c1C(=O)NCCCN1CCOCC1 | -104 | nt
O=C(c1cc(S(=O)(=O)N2CCCCC2)c(Cl)cc1N1CCOCC1)N1CCOCC1 | 6 | -3
CCOc1ccc(OCC)c(NC(=O)CN(c2ccc(C)cc2)S(=O)(=O)c2c(C)noc2C)c1 | 4 | 2
CCCNC(=O)c1ccc2c(=O)c(O)c(-c3ccc(Cl)c([N+](=O)[O-])c3)[nH]c2c1 | -5 | nt
CCCc1[nH]nc2c1C(c1cccc(OC(=O)c3ccco3)c1)C(C#N)=C(N)O2 (stereo unspecified) | 11 | -19
COc1ccccc1NC(=O)c1ccc2nc(-c3ccccc3)c(-c3ccccc3)nc2c1 | 19 | nt
O=C(c1ccccn1)c1conc1C(=O)c1ccc(Br)cc1 | -7 | nt
Cc1ccc(-c2noc(CN(C(=O)Cc3ccccc3)C(C)C)n2)cc1 | 16 | nt
O=C(COc1ccc(S(=O)(=O)NC2CCCC2)cc1)N1CCCCCC1 | -12 | 7
CC(C)CCn1c(=O)c2ccccc2n2c(CN(C)Cc3ccccc3)nnc12 | -15 | -1
CC1=N/C(=C\c2ccc([N+](=O)[O-])cc2)C(=O)N1c1cc(Cl)ccc1C | -18 | nt
Cc1ccccc1OCCNc1cc(N2CC(C)NC(C)C2)ccc1[N+](=O)[O-] (stereo unspecified) | 6 | nt
CCCCn1c(-c2ccoc2C)n[nH]c1=S | 8 | nt
C=CCc1cc(C(=O)N2CCCCC2)ccc1O | 1 | -15
COc1ccc(OCc2nnc(SCC(N)=O)n2-c2ccccc2OC)cc1 | -8 | -26
CC1=C(C#N)C(c2cccnc2)C2=C(CC(c3ccc(Cl)cc3)CC2=O)N1 (stereo unspecified) | 39 | nt
CCOC(=O)N1CCN(C(=O)c2sc3nc(-c4ccc(F)cc4)cn3c2C)CC1 | nt | -1
COc1cc(-c2nnc(SCC(=O)c3ccc(C)cc3)o2)cc(OC)c1OC | 12 | -7
COc1cccc(C2CC(c3ccccc3Cl)n3nc(N)nc3N2)c1 (stereo unspecified) | 15 | -5

Complete entries from above. Order of screens: RmlC RmlD mix | HIV RNase H inh
`O=C(c1ccccn1)c1conc1C(=O)c1ccc(Br)cc1` is entered as -7 | nt
`COc1cccc(C2CC(c3ccccc3Cl)n3nc(N)nc3N2)c1` (stereo unspecified) is entered as 15 | -5
`COc1ccc(OCc2nnc(SCC(N)=O)n2-c2ccccc2OC)cc1` is entered as -8 | -26
`CCCc1[nH]nc2c1C(c1cccc(OC(=O)c3ccco3)c1)C(C#N)=C(N)O2` (stereo unspecified) is entered as 11 | -19

More results.
SMILES | RmlC RmlD mix | HIV RNase H inh
COc1ccc(OC)c(C(=O)c2coc3ccc(OCC(=O)O)cc23)c1 | 14 | nt
Cc1ccnc(-n2c(-c3ccccc3)nc3ccccc3c2=O)c1 | 0 | nt
COc1ccc(-c2nc(C#N)c(NCC3CCCO3)o2)cc1OC (stereo unspecified) | 42* | -4
O=[N+]([O-])c1cc(Cl)cc(/C=N\Nc2ccccn2)c1O | -4 | nt
CCC(NC(=O)Nc1nccs1)(C(F)(F)F)C(F)(F)F | 1 | -7
CC(=O)c1ccc(OCC(O)CN2CCN(CCO)CC2)cc1 (stereo unspecified) | -11 | -4
O=C(CSc1nnc(-c2ccccc2Br)o1)N1CCc2ccccc2C1 | -5 | -57
Cc1ccc(NC(=O)Cn2cccc2)c(Br)c1 | 5 | -8
CCOC(=O)c1nn(-c2cc(C(=O)OC)cc(C(=O)OC)c2)cc1O | 5 | 1
Cc1cc(C)nc(NC(=O)/C=C/c2ccccc2Cl)n1 | 3 | nt
COc1ccnc(Oc2ccc(F)cc2)c1C(=O)N/C=N/OCc1ccc(F)cc1 | 9 | nt
COc1ccc(N2CCN(C(=O)CN(CCc3ccccc3)S(C)(=O)=O)CC2)cc1 | 54 | nt
C[C@H](N)c1nnc(SCc2c(Cl)cccc2Cl)o1 | -26 | nt
COc1cc(/C=C2\C(=O)N(CCC#N)N=C2C)c(Br)cc1OC(C)C | -6 | nt
COc1cc(/C=N/NC(=O)CSc2cc(C)c(Br)cc2C)ccc1O | 8 | nt
CCOC(=O)N1CCN(C(=O)c2ccc(NS(C)(=O)=O)cc2)CC1 | -5 | -9
COC(=O)C1C(=O)C2=C(CC1C)NC(C)=C(C(=O)OCc1ccc(OC)cc1)C2c1ccc(C)o1 (stereo unspecified) | 1 | -2
CNc1nc(-c2ccc([N+](=O)[O-])cc2)cs1 | -8 | nt
CCOC(=O)Nc1ccc([N+](=O)[O-])cc1OC | -16 | nt
Cn1c(=O)oc2cc(S(=O)(=O)NCCC(=O)NC3CCCC3)ccc21 | -7 | -4
CCc1nc2c(sc3nc(N4CCOCC4)c4c(c32)CC(C)(C)OC4)c(=O)o1 | nt | 8
COc1ccc(OCc2nnc3n2N=C(c2ccc(OC)cc2)CS3)cc1 | 4 | -38
COc1ccccc1CNC(=O)CCn1c(=O)oc2ccccc21 | -14 | -18
CCOC(=O)C1CCN(c2c(NC3CCCCCCC3)c(=O)c2=O)CC1 | 0 | 5
c1csc(-c2nc3c4ccccc4c4ccccc4c3[nH]2)c1 | -63 | nt
COCCCn1c(SCc2ccccc2)nc2cc(OC)c(OC)cc2c1=N | -15 | nt
Cc1c(C)c2ccc(OCC(=O)N(C)C)c(C)c2oc1=O | 21 | -6
O=c1cc(C(F)(F)F)nc(-n2[nH]c3c(c2=O)CCCC3)[nH]1 | -3 | nt
CC(=O)CC(c1ccc([N+](=O)[O-])cc1)c1c(O)c2ccccc2oc1=O (stereo unspecified) | 2 | nt
Cc1cc(NC(=O)C2CC(=O)OC2c2ccccc2)no1 (stereo unspecified) | 4 | -2
N#Cc1c2c(c(NCc3cccnc3)n3c1nc1ccccc13)CCC2 | 33 | nt
NNC(=O)CCS(=O)(=O)c1ccc2ccccc2c1 | 9 | nt
COc1ccc(-c2nc(C#N)c(N3CCN(c4ccccc4)CC3)o2)cc1 | i | 4
Cc1cc(C)n(C(=O)CNc2cccc(Cl)c2C)n1 | 7 | -2
CCOc1cc(CNCc2ccncc2)cc(Br)c1OCc1ccccc1F | -6 | nt
O=C(Cc1c(C(=O)O)[nH]c2ccccc12)NCCN1CCN(c2ccccc2F)CC1 | -32 | 7
C/C=C\C(=O)Nc1cccc(C2=NOC3(C2)C[C@@H](C(N)=O)N(C(=O)CCCCC)C3)c1 (stereo partly specified) | 1 | nt
Cc1ccc(CN(C)CCc2ccccn2)cc1 | 11 | -4
O=C(O)CSC(NC(=O)c1cccnc1)(C(F)(F)F)C(F)(F)F | 3 | -8
COc1ccc2c(c1)C(c1ccccc1)=NNC(c1ccco1)=N2 | 4 | nt

Next part, overlapping the part above by 7 compounds.
SMILES | RmlC RmlD mix | HIV RNase H inh
Cc1cc(C)n(C(=O)CNc2cccc(Cl)c2C)n1 | 7 | -2
CCOc1cc(CNCc2ccncc2)cc(Br)c1OCc1ccccc1F | -6 | nt
O=C(Cc1c(C(=O)O)[nH]c2ccccc12)NCCN1CCN(c2ccccc2F)CC1 | -32 | 7
C/C=C\C(=O)Nc1cccc(C2=NOC3(C2)C[C@@H](C(N)=O)N(C(=O)CCCCC)C3)c1 (stereo partly specified) | 1 | nt
Cc1ccc(CN(C)CCc2ccccn2)cc1 | 11 | -4
O=C(O)CSC(NC(=O)c1cccnc1)(C(F)(F)F)C(F)(F)F | 3 | -8
COc1ccc2c(c1)C(c1ccccc1)=NNC(c1ccco1)=N2 | 4 | nt
O=C(CSc1nnc2sc3ccccc3n12)N1CCN(c2ccccc2)CC1 | 6 | -11
CCN(CC)c1nc(C)c2c(c1C#N)CC(C)(C)OC2 | -30 | -8
Cc1ccc(Nc2nc(N)nc(CN3CCN(Cc4ccc5c(c4)OCO5)CC3)n2)c(C)c1 | 4 | -4
CCOc1ccc(NC(=O)CCSc2nc3c(c(CC)c2C#N)C(=O)CC(C)(C)C3)cc1 | -6 | nt
O=C(Nc1ccc(N2CCN(C(=O)c3ccco3)CC2)c(Cl)c1)c1cccs1 | -12 | 7
Cc1ccc(/C(O)=C2\C(=O)C(=O)N(CCN(C)C)C2c2ccccc2F)cc1 (stereo unspecified) | -10 | -7
COc1cccc([C@@H]2Oc3ccc(OC)cc3C(=O)[C@H]2OC(=O)Nc2cc(OC)c(OC)c(OC)c2)c1 | 3 | nt
COc1ccc(Oc2c(C)oc3c(CN4CCOCC4)c(O)ccc3c2=O)cc1 | 10 | nt
O=C(Nc1ccc(F)cc1F)N1CCCCC1c1cccnc1 (stereo unspecified) | 1 | -12
O=c1c2ccccc2n(Cc2ccc(Cl)cc2)c(=O)n1Cc1ccco1 | -8 | 6
COc1ccc2c(c1)C(=NN)c1cc(OC)ccc1-2 | -18 | nt
O=C(Cn1c2ccccc2c(=O)c2ccccc21)N/N=C/c1cc([N+](=O)[O-])ccc1N1CCCCCC1 | 9 | nt
O=C(Nc1ccc(Br)c(Cl)c1)c1ccco1 | 21 | -25
COc1ccc(-c2c(C)n([O-])c3c([n+]2=O)CCC3)cc1OC | 4 | -3
CCCCC1(CN2CCCC2=O)C(=O)NC(=O)NC1=O | 8 | 1
CCOCCCNC(=O)c1[nH]c(C)c(C(C)=O)c1C | -17 | -18
Cc1ccc(S(=O)(=O)N2CCOCC2)cc1C(=O)OCC(=O)N1c2ccccc2NC(=O)C1(C)C | -9 | nt
N#Cc1c(N)nc2c(c1-c1ccncc1)CCCCCC2 | -9 | -20
COc1ccc2oc(=N)c(-c3nnc4n3CCCCC4)cc2c1 | 10 | nt
COc1cc(OC)c2c(N)c(C#N)c(C(F)(F)C(F)(F)F)nc2c1 | -1 | nt
CC(C)C(c1nnnn1C1CCCC1)N1CCOCC1 (stereo unspecified) | -11 | nt
CCOc1ccc(C(=O)OCn2nnc3ccccc3c2=O)cc1OC | -13 | -7
c1ccc(CCNc2nc3ccccc3s2)cc1 | -9 | nt
CCc1ccc(OCCCOc2ccc(C=O)cc2)cc1 | 10 | nt
COc1cc(NC(=O)c2cc3nc(C)cc(C)n3n2)c(OC)cc1Cl | 17 | -49
CCC(C)(C(=O)NC1CCCCC1)N(C(=O)C1CCC(=O)N1)c1ccccc1 (stereo unspecified) | -10 | nt
COc1cc(Cl)c(C)cc1NC(=O)COc1cc(C)nc(C(C)C)n1 | -1 | -4
N#CCSc1nc2ccccc2c(=O)n1CCC(=O)NCCc1ccccc1 | -12 | -9
O=C(Cc1c(F)cccc1Cl)N1CCN(C(=O)c2ccco2)CC1 | -11 | -8
Cn1c(Cn2c(=O)sc3ccccc32)nnc1SCC(=O)NCc1ccc(F)cc1 | -3 | -1
Cc1ccc(F)c([C@H]2C3C=CCC(c4ccccc4)C3C(=O)N2Cc2ccccc2)c1 (stereo partly specified) | -8 | nt
CCN(CC)CCCC(C)N=C(c1ccccc1)c1c(O)n(C)c(=O)n(C)c1=O (stereo unspecified) | 4 | -5
C=CCc1ccccc1OCCCCN1CCCC1 | -2 | -4
O=C(NCCc1ccccc1)c1cnn2c(C(F)F)cc(C3CC3)nc12 | -7 | -33
CCOc1ccc(N(CC(=O)NC2CCCC2)S(=O)(=O)c2c(C)noc2C)cc1 | -6 | -11
Cc1ccc2c(c1)C1CN(C)CCC1N2C(=O)Cn1cnc2c1c(=O)n(C)c(=O)n2C (stereo unspecified) | nt | -8
Cc1ccc(C(C)C)c(OCc2ccc(-c3nnco3)cc2)c1 | -5 | -9
C=C(C)[C@@H]1CCC2(C(=O)O)CC[C@]3(C)[C@H](CC[C@@H]4[C@@]5(C)CCC(=O)C(C)(C)[C@@H]5CC[C@]43C)[C@@H]12 (stereo partly specified) | -1 | nt
CCOC(=O)c1ccc(NC(=O)CSc2nnc(CCc3ccc(C)o3)n2-c2ccccc2)cc1 | -3 | nt
C=CCn1c(N)c(C(=O)OC(C)(C)C)c2nc3ccccc3nc21 | nt | 1

A portion of the library; the hit share may differ from the screen's.
